# MmCpn inh – blocks the Methanococcus maripaludis chaperonin Mm-Cpn; Potency, µM (highest dose often 76.9 µM), for the others: at the top dose activity, negative = inhibition, hits mostly inhibitors; 330,000 tested, 0.031% active; purified Mm-Cpn ATPase, ADP Transcreener TR-FRET; AID 504842; note: potency is the fitted concentration of half-maximal effect; % is set by controls: 0 for no effect and ±100 for the full control effect; nearly all actives have a fitted effect of over 80% in size
#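 TR-FRET (320 nm excitation; 590 and 665 nm emission) reports ADP made from 10 uM ATP by 25 nM enzyme; compounds were preincubated 10 min, reaction run 30 min, both at 37°C.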
# EPAC1 antagonist – EPAC1 (human) antagonism; O95398; EPAC1 GEF assay, Rap1b-BODIPY-GDP exchange fluorescence; Potency, µM (doses to about 115 µM), inactives show at the highest dose activity change, negative = inhibition, actives largely listed as inhibitors; 360,000 tested, 0.14% active; AID 720709;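 note: potency is the fitted concentration of half-maximal effect; plate controls were vehicle for no effect and positive control for full effect; nearly all actives have a fitted effect of over 50% in size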
# Target sequence (O95398 whole entry, looked up): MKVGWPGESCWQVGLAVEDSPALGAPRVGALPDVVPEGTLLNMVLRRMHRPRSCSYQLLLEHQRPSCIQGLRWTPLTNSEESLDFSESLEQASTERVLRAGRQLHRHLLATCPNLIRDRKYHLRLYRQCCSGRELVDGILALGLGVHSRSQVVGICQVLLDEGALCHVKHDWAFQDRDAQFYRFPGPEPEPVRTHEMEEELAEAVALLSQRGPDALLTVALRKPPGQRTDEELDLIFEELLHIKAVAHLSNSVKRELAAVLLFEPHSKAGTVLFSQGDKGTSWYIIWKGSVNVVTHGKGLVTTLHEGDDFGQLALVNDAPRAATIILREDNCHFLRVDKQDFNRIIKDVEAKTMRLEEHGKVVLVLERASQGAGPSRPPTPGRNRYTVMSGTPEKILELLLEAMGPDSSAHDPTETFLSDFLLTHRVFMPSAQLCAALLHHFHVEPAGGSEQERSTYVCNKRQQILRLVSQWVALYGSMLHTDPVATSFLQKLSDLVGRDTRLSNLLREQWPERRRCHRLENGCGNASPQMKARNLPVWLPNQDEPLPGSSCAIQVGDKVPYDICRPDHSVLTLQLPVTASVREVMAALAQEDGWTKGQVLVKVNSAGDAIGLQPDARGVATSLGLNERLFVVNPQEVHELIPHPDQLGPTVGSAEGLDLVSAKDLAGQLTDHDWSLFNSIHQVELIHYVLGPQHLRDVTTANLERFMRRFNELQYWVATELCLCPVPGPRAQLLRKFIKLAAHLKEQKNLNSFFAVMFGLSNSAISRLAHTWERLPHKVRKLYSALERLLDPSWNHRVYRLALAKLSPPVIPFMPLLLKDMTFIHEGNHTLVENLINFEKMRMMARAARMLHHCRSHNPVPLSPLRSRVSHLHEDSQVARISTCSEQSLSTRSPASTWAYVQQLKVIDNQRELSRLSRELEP
# EPAC1 agonist – EPAC1 (human) agonism; O95398; EPAC1 agonist qHTS, biochemical assay; response scale: 100% = response to 6.5 mM cAMP; Potency, µM (titrated, usually from 154 µM), without a hit: top-dose activation, hits mostly activators; 360,000 tested, 0.073% active; AID 720707; note: potency is the fitted concentration of half-maximal effect; nearly all actives have a fitted effect of over 60% in size
#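 Nucleotide exchange by EPAC1 (100 nM) on Rap1B–BODIPY-GDP (250 nM) in the presence of 50 uM GDP is tracked fluorescently at 480/540 nm over 30 min. Signals are normalized to a 6.5 mM cAMP control.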
# EPAC2 antag – EPAC2 (human) antagonism; 360,000 tested, 0.18% active; EPAC2 GEF exchange of Rap1B-BODIPY-GDP, fluorescence; Potency, µM (highest dose often 114 µM), for the others: at the highest dose activity, negative = inhibition, hits mostly inhibitors; note: potency is the fitted concentration of half-maximal effect; % is set by controls: 0 for no effect and ±100 for the full control effect; nearly all actives have a fitted effect of over 45% in size; many of its hits are not listed in these tables
# WRN inhibitor – blocks human WRN helicase; AID 651768; 360,000 tested, 0.46% active; Potency, µM (titrated, usually from 114 µM), for inactives: at the highest dose activity change, negative = inhibition, hits mostly inhibitors; WRN helicase unwinding, fluorescent forked duplex, kinetic; note: potency is the fitted concentration of half-maximal effect; % is set by controls: 0 for no effect and ±100 for the full control effect; nearly all actives have a fitted effect of over 55% in size
#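 Screening of the MLSMR collection measured strand separation of a quenched forked DNA duplex (100 nM) by 20 nM WRN with 2 mM ATP, all final. Compounds were preincubated with enzyme 15 min at room temperature.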
# CCT chaperon mod – modulators of cytosolic chaperonin (CCT/TRiC) activity; purified chaperonin ATPase assay, HTRF ADP detection, 30 min; activity change, % (no concentration beside the values), hits read low; 360,000 tested, 0.3% active; AID 651819; in the data active = activity change below about -30%; note: % is set by controls: 0 for no effect and ±100 for the full control effect
#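 TRiC (40 or 20 nM final, by batch activity) in 30 mM Tris pH 7.4, 100 mM KCl, 5 mM MgCl2, 1 mM DTT was treated with compound at 76 uM single dose, then 10 uM ATP, 30 min at 37 °C. ADP was read by HTRF Transcreener.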
# PI5P4Ka inh – blocks human PI5P4K alpha kinase activity; P48426; PI5P4Kalpha enzyme, ADP-Glo luminescence, 60 min; stronger effect = lower value; max response, %; 330,000 tested, 1.2% active; AID 652105; active = max response of -50% or lower; inconclusive = between -30% and -50%; inactive = -30% or higher; note: value at the top dose of about 77 µM; % is set by controls: 0 for no effect and ±100 for the full control effect
#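 PI5P4Kalpha ADP-Glo assay; 5 microM ATP final; 60 min RT reaction; HEPES pH 7.4/EGTA/CHAPS, 5% DMSO; controls lacking substrate or enzyme; luminescent end-point.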
# PLK1 PBD inh – inhibitors of human PLK1 polo-box domain binding; 360,000 tested, 2.8% active; P53350; Potency, µM, for inactives: max response, negative = inhibition, usual class: inhibitors; AID 720504; Plk1 PBD binding of FITC phosphopeptide, fluorescence polarization; note: potency is the fitted concentration of half-maximal effect; series mostly up to about 57 µM; % is set by controls: 0 for no effect and ±100 for the full control effect; nearly all actives have a fitted effect of over 65% in size
# * hit, by the source's call; ? = inconclusive; . = no result given; & = joins results of further samples; [ ] = remark or other dose. Unless noted, calls come from the whole dose curve; as a rule, active = well fitted curve in the direction sought with a large enough effect; inconclusive = small, poorly fitted or top-dose-only effect, or another doubt; inactive = no such curve, though single readings can be large; an effect the other way counts as inactive or inconclusive.
SMILES,MmCpn inh,EPAC1 antagonist,EPAC1 agonist,EPAC2 antag,WRN inhibitor,CCT chaperon mod,PI5P4Ka inh,PLK1 PBD inh
COc1ccc(CC(C)NCC(O)c2ccc(O)c(NC=O)c2)cc1 (stereo not given),.,-5%&5%,2%&-15%,-6%&-4%,1%&8%,-3.0&-3.1,-3&-1,1%&-16%
CC1(C)Cc2cccc(OCC(=O)NCc3ccc(F)cc3)c2O1,1%,0%,10%,-1%,-6%,-2.0,-14,1%
Cc1ccc(NS(=O)(=O)c2ccc3c(c2)NC(=O)CO3)cc1,-5%,3%,-9%,4%,5%,1.0,3,2%
O=C(Nc1ccc(N2CCCC2)cc1)c1cc(Cl)ccc1Cl,-3%,1%,-4%,3%,2%,-2.7,0,4%
O=C(O)Cn1ccnc1,0%,0%,8%,-5%,-11%,1.3,-2,0%
COc1cccc(NC(=O)CN(C)C(=O)c2cc(S(=O)(=O)N3CCCCC3)ccc2Cl)c1,2%,11%,3%,13%,2%,-1.2,-2,1%
Cc1ccccc1-c1ccc(=O)n(CC(=O)Nc2ccc(S(=O)(=O)N(C)C)cc2)n1,-6%,10%,4%,5%,1%,-2.3,-2,5%
CCCn1c(O)c(N=NC(=O)CNC(=O)c2cccnc2)c2ccccc21,2%,-14%,-7%,-13%,0%,-1.1,-11,-13%
O=C(NS(=O)(=O)N1CCCC1)C1=C(N2CCCC2)COC1=O,1%,2%,-6%,-1%,6%,2.4,1,9%
CC(C)=CCN1CCN(Cc2cccc3nccnc23)CC1CCO (stereo not given),-1%,20%,-11%,17%,2%,0.2,7,1%
CC(C)C[C@@H](COCc1ccc(C(F)(F)F)cc1)N1CCN(C(=O)c2ccc(C(F)(F)F)cc2)CCC1=O,.,-29%,-25%,?,-9%,0.9,12,0%
COc1ccc(C(=O)Nc2ccc(Br)cn2)cc1S(=O)(=O)N1CCOCC1,0%,10%,4%,0%,3%,1.7,1,-6%
COc1ccc(S(=O)(=O)N(C)c2ccc(C(=O)N3CCCCC3)cc2)cc1,1%,-13%,9%,2%,-29%,-0.8,1,-4%
Nn1cc(-c2ccccc2)nc1SCC(=O)NCCN1C(=O)CSC1=O,-1%,3%,4%,-3%,3%,-1.9,0,-13%
CNC(=S)Nc1ccc([N+](=O)[O-])cc1,0%,12%,-3%,4%,4%,-2.3,-1,-18%
COc1cccc(NC(=O)Cn2c(=O)n(-c3ccccc3)c(=O)c3oc4ccccc4c32)c1,-3%,6%,-2%,3%,2%,-0.8,-2,-9%
COc1ccc(OC)c(NC(=O)CSc2nnc(-c3ccco3)n2-c2ccc(C(=O)O)cc2)c1,-1%,5%,0%,9%,-4%,0.7,-29,-12%
COc1ccccc1NC(=O)C(C)OC(=O)Cn1cnc2c1c(=O)n(C)c(=O)n2C (stereo not given),-4%,-12%,-5%,13%,1%,-3.6,-11,-8%
CCOC(=O)c1cccc(NC(=O)CCNS(=O)(=O)c2cccc3nonc23)c1,0%,1%,-2%,6%,-12%,-1.6,10,-5%
CCOC(=O)CCCCCC(=O)Nc1ccc2c(c1)C(=O)N([C@H](C)CO)C[C@@H](C)[C@H](CN(C)S(=O)(=O)c1cn(C)cn1)O2,5%,-12%,-7%,-5%,4%,1.9,2,-3%
CCCC(C(=O)NCC1CCCO1)N(Cc1ccco1)C(=O)CNS(=O)(=O)c1ccc(F)cc1 (stereo not given),-1%,0%,-9%,0%,7%,-0.4,-29,15µM*
CCOP(=O)(OCC)c1nc(Cc2ccccc2)oc1NCc1ccccc1,2%,5%,1%,-8%,1%,-1.0,3,-11%
O=C(Nc1cccc(-c2nc3ccccc3s2)c1)c1cccs1,-6%,-18%,18%,2%,-14%,-1.1,10,-5%
CCc1ccc(Nc2nc3ccccc3c(=O)s2)cc1,1%,3%,7%,-1%,-24%[57.1 µM],-1.9,5,-4%
C#CCOC(=O)C(NC(=O)c1ccccc1)=C(C)C,1%,9%,-1%,8%,-16%,-4.6,4,-3%

# Part of the list above, field by field:
COc1ccc(C(=O)Nc2ccc(Br)cn2)cc1S(=O)(=O)N1CCOCC1
  MmCpn inh: 0%
  EPAC1 antagonist: 10%
  EPAC1 agonist: 4%
  EPAC2 antag: 0%
  WRN inhibitor: 3%
  CCT chaperon mod: 1.7
  PI5P4Ka inh: 1
  PLK1 PBD inh: -6%
COc1cccc(NC(=O)CN(C)C(=O)c2cc(S(=O)(=O)N3CCCCC3)ccc2Cl)c1
  MmCpn inh: 2%
  EPAC1 antagonist: 11%
  EPAC1 agonist: 3%
  EPAC2 antag: 13%
  WRN inhibitor: 2%
  CCT chaperon mod: -1.2
  PI5P4Ka inh: -2
  PLK1 PBD inh: 1%

# (listing goes on)
SMILES,MmCpn inh,EPAC1 antagonist,EPAC1 agonist,EPAC2 antag,WRN inhibitor,CCT chaperon mod,PI5P4Ka inh,PLK1 PBD inh
Cc1ccc(NC(=O)CCCn2c(=O)[nH]c3ccsc3c2=O)cc1,-4%,-1%,3%,5%,-2%,-3.0,2,-8%
Cc1cc(C)cc(-c2nnc(SCC(=O)NCc3cccs3)o2)c1,1%,-10%,6%,-2%,1%,0.4,.,-6%
O=C(CCNC(=O)N1CC(=O)Nc2ccccc21)NCc1ccccc1,.,8%,2%,0%,5%,0.0,-2,4%
COc1ccc(NC(=S)NCc2ccccn2)cc1OC,-2%,0%,-8%,0%,-4%,-3.0,-3,-4%
COC(=O)c1cc(NC(=O)CSc2nc(C)cc(=O)[nH]2)cc(C(=O)OC)c1,1%,2%,3%,1%,-21%,-1.8,.,2%
O=C(COC(=O)c1ccc(O)cc1)NCCC1=CCCCC1,-9%,6%,0%,-11%,3%,0.3,6,4%
O=C(Nc1ccccc1)Nc1nc(-c2ccccc2)cs1,-3%,-1%,-8%,4%,8%,0.5,1,6%
Cc1cc(CNC(=O)Cn2nc(C)c([N+](=O)[O-])c2C)c2ccccc2n1,1%,10%,7%,0%,-2%,-1.6,-5,-12%
CCOC(=O)c1cnn(Cc2ccc(C)cc2)c1N,1%,3%,2%,2%,3%,-0.5,2,-12%
CCOc1ccc(S(=O)(=O)N(CC(=O)NCc2cccnc2)c2ccc(F)cc2)cc1,-2%,-12%,2%,-3%,-1%,-1.1,1,-7%
O=C(CCCc1nc(-c2ccccc2)no1)NCc1cccnc1,0%,14%,3%,9%,9%,-0.2,.,-8%
O=S(Cc1ccc(Br)cc1)Cc1nnc(SCc2ccc(Br)cc2)n1-c1ccccc1 (stereo not given),-3%,-20%,5%,-14%,-11%,0.1,16,-2%
Cc1cccc(N(Cc2ccccc2)C(=O)Cc2ccc(S(=O)(=O)N3CCOCC3)s2)c1,-17%,-7%,-60%[inhibitor],-3%,-14%,0.6,-21,-1%
O=C(NCC1CCCO1)c1cc(S(=O)(=O)N2CCOCC2)ccc1Cl (stereo not given),0%,-1%,-2%,-6%,-17%,2.8,5,1%
COc1ccc(C(=O)N2CCC(C(=O)NCc3ccccn3)CC2)cc1,3%,7%,-7%,11%,-5%,-1.0,2,1%
Cc1cc(C)c2nc(NC(=O)c3ccc([N+](=O)[O-])o3)sc2c1,-4%,-17%,6%,1%,8%,-2.2,-14,-4%
CC(C)=C1SC(N2CCCCC2)=NC1=O,1%,-6%,-1%,-1%,-5%,-1.9,-4,-7%
CC(=O)Nc1ccc(OCC(O)CN2CCN(c3cc(Cl)ccc3C)CC2)cc1 (stereo not given),0%,-12%,6%,-9%,-9%,-0.8,.,0%
O=C(CCCCn1c(=O)[nH]c2ccccc2c1=O)NCCC1=CCCCC1,0%,0%,0%,1%,3%,-2.1,.,0%
Cc1cc(OCCCN2CCCC2)ccc1Cl,2%,0%,-3%,6%,-3%,-0.3,-1,-8%
COc1ccc2cc(CN(C(=O)Nc3ccccc3)C3CCCC3)c(=O)[nH]c2c1,1%,8%,10%,-1%,1%,1.5,.,-8%
O=C(NCCCN1CCOCC1)c1ccc(S(=O)(=O)Nc2cccc(C(F)(F)F)c2)cc1,0%,2%,2%,11%,1%,-37*,3,3%
CSc1nsc(SCC(=O)Nc2c(C)n(C)n(-c3ccccc3)c2=O)n1,0%,9%,13%,-3%,5%,0.1,0,-13%
COc1cc2c(cc1OC)-c1cc(NC3CCCCCC3)nc(=O)n1CC2,0%,7%,5%,-7%,-18%,-1.7,.,-7%
CCOC(=O)CC(=O)CSc1nc(-c2ccccc2)cc(-c2ccccc2)c1C#N,-26%,4%,6%,12%,-1%,-5.5,3,-10%
# Continued.
SMILES,MmCpn inh,EPAC1 antagonist,EPAC1 agonist,EPAC2 antag,WRN inhibitor,CCT chaperon mod,PI5P4Ka inh,PLK1 PBD inh
NC(=O)c1cc(Cc2ccccc2)sc1NC(=O)c1ccco1,-1%,-10%,15%,-3%,-24%,1.5,.,17µM*
Cc1nn(-c2ccccc2)c(Cl)c1C(=O)OCC(=O)NCCc1ccccc1,1%,-23%,-4%,-13%,-19%,-0.1,2,-22%
Cc1ccc2cc(CNC(C)C)c(=O)[nH]c2c1,-3%,8%,4%,8%,1%,-2.2,-22,-7%
Cc1ccc(-c2[nH]ncc2CNCCc2cnn(-c3ccccc3)c2)cc1C,-1%,8%,-3%,-3%,3%,-0.3,11,-3%
Cc1ccc(Cl)cc1NC(=S)N(CCCN1CCN(C)CC1)Cc1ccco1,-1%,-28%,2%,-4%,9%,-0.4,2,-10%
CN(C1CCCCC1)S(=O)(=O)c1ccc(NC(=O)CCC(=O)O)cc1,2%,-11%,1%,9%,-17%,-0.7,0,1%
O=C(Nc1cccc(S(=O)(=O)N2CCOCC2)c1)c1cc2ccccc2o1,1%,-15%,-4%,-14%,-23%,1.6,1,-8%
Cc1ccc(CN(C)C[C@@H]2OCc3cnnn3CCCC(=O)N([C@H](C)CO)C[C@H]2C)cc1,.,-18%,-9%,9%,-8%,-0.2,3,-19%
O=C(Cc1c(Cl)cccc1Cl)N1CCN(S(=O)(=O)c2cccs2)CC1,-5%,4%,-7%,-5%,2%,-1.9,1,9%
COc1ccc(N(C(=O)c2cccnc2)S(=O)(=O)c2ccc3c4c(cccc24)C(=O)N3C)cc1,1%,-23%,1%,1%,-4%,-2.3,5,-12%
CCOC(=O)NC(O)C(=O)c1ccc(F)cc1 (stereo not given),-1%,-1%,17%,7%,-5%,1.4,-1,-10%
Cc1cccc(OCCCCN2CCNCC2)c1,.,-19%,10%,4%,1%,-1.1,0,3%
CC(Sc1nnc(C2CC2)n1C1CC1)C(=O)NC1(C#N)CCCCC1 (stereo not given),-1%,-7%,3%,-1%,-22%,0.0,3,-21%
CCOc1ccc(CN2CCN(Cc3[nH]c4ccccc4c3C)CC2CCO)cc1 (stereo not given),1%,13%,-5%,-5%,-1%,-0.7,0,0%
O=C(C[C@H]1CC[C@@H]2[C@H](COC[C@@H](O)CN2Cc2cccc(F)c2)O1)NCC1CCCCC1,.,-5%,-1%,3%,-3%,.,-18,-8%

# This is a subset; rates above refer to the full screens.
